# Abeta rescue = qHTS for compounds that reverse cellular toxicity of Amyloid beta (A-beta) peptide in yeast: Primary Screen; Potency, µM (titrated, usually from 46.1 µM), for inactives: at the highest dose growth rescue, actives largely listed as activators; 410,000 compounds, 0.063% hits; AID 1347071, 2019; yeast expressing A-beta42, growth rescue, OD600, 48 h; response scale: 0% DMSO, 100% iron-clioquinol control; note: potency is the fitted concentration of half-maximal effect; nearly all actives have a fitted effect of over 55% in size
#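 Yeast A-beta toxicity model in growth medium with pinned compounds, 48 h at 30 C; growth read as absorbance at 600 nm. Normalized to FeCl3/clioquinol equimolar mix (positive) and DMSO (negative).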
# TDP43 rescue = qHTS of TDP-43 Inhibitors; TDP-43 expressing yeast growth rescue, BacTiter-Glo, 24 h; Potency, µM (titrated, usually from 46.1 µM), without a hit: at the highest dose growth rescue (activation), most hits filed as activators; 410,000 compounds, 1.8% hits; AID 652104, 2013; note: potency is the fitted concentration of half-maximal effect; % of control where 0% means no effect; nearly all actives have a fitted effect of over 50% in size
#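 Growth rescue of TDP-43-toxic yeast measured as ATP luminescence (BacTiter-Glo). Cells grown to mid-log in raffinose, induced in galactose at OD600=0.02, exposed to compound 24 hr at 30 deg C.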
# aSyn yeast inh = qHTS of alpha-syn Inhibitors; 370,000 compounds, 0.14% hits; Yeast expressing alpha-synuclein, growth rescue, BacTiter-Glo, 24 h; AID 652106, 2013; Potency, µM (titrated, usually from 46.1 µM), for the others: at the highest dose growth rescue (activation), most hits filed as activators; note: potency is the fitted concentration of half-maximal effect; % of control where 0% means no effect; nearly all actives have a fitted effect of over 65% in size
#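 Rescue of yeast growth: cells expressing toxic alpha-synuclein, induced in galactose at OD600 0.02, incubated with compound 24 h at 30 C. ATP luminescence quantified growth; inhibitors of toxicity appear as activators.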
# GLP1R ag = qHTS of GLP-1 Receptor Agonists. 380,000 compounds, 0.007% hits. Potency, µM (doses to about 45.6 µM), for inactives: at the highest dose activation, usual class: activators. HEK293 GLP-1R CRE-luciferase, luminescence, 4-6 h; cells express a hypersensitive GLP-1R form. AID 624172, 2012; note: potency is the fitted concentration of half-maximal effect; % of control where 0% means no effect
# Target sequence (P43220 whole entry, looked up): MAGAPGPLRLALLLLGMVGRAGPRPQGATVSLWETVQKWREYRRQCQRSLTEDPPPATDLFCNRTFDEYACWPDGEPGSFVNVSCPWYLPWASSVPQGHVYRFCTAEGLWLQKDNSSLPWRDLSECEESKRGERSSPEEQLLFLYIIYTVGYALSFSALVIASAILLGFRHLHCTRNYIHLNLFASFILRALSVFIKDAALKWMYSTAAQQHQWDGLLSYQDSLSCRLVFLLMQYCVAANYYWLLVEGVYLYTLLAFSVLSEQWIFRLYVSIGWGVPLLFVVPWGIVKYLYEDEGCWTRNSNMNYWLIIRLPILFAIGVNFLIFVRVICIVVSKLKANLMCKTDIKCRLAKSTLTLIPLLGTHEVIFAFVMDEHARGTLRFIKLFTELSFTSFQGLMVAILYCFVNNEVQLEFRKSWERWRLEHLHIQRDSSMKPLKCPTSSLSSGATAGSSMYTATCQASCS
# GLP1R inv ag = qHTS of GLP-1 Receptor Inverse Agonists (Inhibition Mode). Glucagon-like peptide 1 receptor (Homo sapiens), P43220. HEK293 GLP-1R CRE-luciferase, luminescence, 24 h; GLP-1R form is constitutively active. Potency, µM (titrated, usually from 38.3 µM), for the others: at the highest dose activity change, negative = inhibition, actives largely listed as inhibitors. 410,000 compounds, 1.6% hits. AID 624417, 2012; note: potency is the fitted concentration of half-maximal effect; % is set by controls: 0 for no effect and ±100 for the full control effect; nearly all actives have a fitted effect of over 55% in size
#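 Inverse agonists were sought by their lowering of basal cAMP reporter luciferase output in HEK293 cells stably carrying constitutively active human GLP-1R, after 24 h compound treatment.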
# pAkt inh = HTS Assay for Inhibitors of Akt Phophorylation: Primary Screen; Neuro2A IGF-stimulated pAkt S473 HTRF, 20 min; stronger effect = lower value; activity change, % for hits at 50 µM; 360,000 compounds, 0.32% hits; in the data active = activity change below about -80%; inconclusive = mostly about -51% to -80%; note: % is set by controls: 0 for no effect and ±100 for the full control effect
#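 Single-point screen (50 µM final compound) in Neuro2A cells stimulated 20 min with 6 nM IGF at 37 deg C. After lysis, Ser473-phosphorylated Akt read by HTRF (ex 330 nm, em 615/665 nm) as the 665/615 ratio.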
# PTHR1 agonist = qHTS for PTHR1 Agonists: Primary Screen | Potency, µM (top dose mostly 115 µM), inactives show top-dose activation, most hits filed as activators | AID 743266, 2014 | Parathyroid hormone/parathyroid hormone-related peptide receptor (Homo sapiens), Q03431 | HEK293 GP2 PTHR1 cells, GloSensor cAMP luminescence, 1 h | 410,000 compounds, 0.075% hits; note: potency is the fitted concentration of half-maximal effect; nearly all actives have a fitted effect of over 55% in size; some results filed as inactive show a strong effect at the top dose; inactives centre near -15; many of its hits are not listed in these tables
#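 HEK-293-derived GP2 cells expressing PTHR1 and a GloSensor cAMP reporter, 3,000/well, plated overnight, given luciferin plus IBMX (each 0.5 mM as added) for 1 h at 37 °C, then compound for 1 h at 37 °C. Luminescence was read after 15 min at room temperature.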
# FUS yeast rescue = qHTS for Suppressors of FUS Proteinopathy: Primary screen using FUS-linked yeast assay; AID 1347120, 2019; Potency, µM (doses to about 76.6 µM), for inactives: at the top dose growth rescue (activation), usual class: activators; S. cerevisiae FUS-expressing, growth rescue, OD600, 24 h; 390,000 compounds, 0.24% hits;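 note: potency is the fitted concentration of half-maximal effect; plate controls were DMSO vehicle for no effect and reference control for full effect; nearly all actives have a fitted effect of over 55% in size; some results filed as inactive show a strong effect at the top dose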
#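 Yeast expressing FUS under galactose induction, OD 0.005 in 2% galactose medium; compounds in a dilution series, 24 h at 30C. Growth rescue by absorbance at 600 nm; CP55940 positive control, DMSO negative.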
# D3 antag = qHTS of D3 Dopamine Receptor Antagonist: qHTS; D3R cells, DiscoveRx beta-arrestin luminescence, antagonist mode; stronger effect = lower value; max response, negative = inhibition, %; 360,000 compounds, 2.5% hits; AID 652054, 2013; in the data active = max response below about -50%; inconclusive = no clear call, values can overlap the other calls; note: % is set by controls: 0 for no effect and ±100 for the full control effect; mostly tested at two doses, the higher about 12 µM
# Target sequence (P35462 whole entry, looked up): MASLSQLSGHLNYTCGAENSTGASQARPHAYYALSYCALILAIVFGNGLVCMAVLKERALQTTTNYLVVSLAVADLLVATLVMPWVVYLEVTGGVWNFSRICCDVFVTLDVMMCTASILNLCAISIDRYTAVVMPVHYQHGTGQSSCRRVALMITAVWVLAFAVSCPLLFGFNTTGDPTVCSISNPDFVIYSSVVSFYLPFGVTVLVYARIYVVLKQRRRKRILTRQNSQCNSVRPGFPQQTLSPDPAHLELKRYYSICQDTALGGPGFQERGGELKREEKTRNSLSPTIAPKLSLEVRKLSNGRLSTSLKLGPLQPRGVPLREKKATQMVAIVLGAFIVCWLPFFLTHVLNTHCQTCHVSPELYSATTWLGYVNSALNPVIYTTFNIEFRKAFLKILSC
#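 Cells expressing the human receptor were seeded at 1500 cells/well, incubated overnight at 37 degrees C in 5% CO2, then exposed to library compounds with dopamine controls for 90 minutes at 37 degrees C before luminescent detection.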
# * marks the source's active call; other numbers are inactive results; i = inactive; ? = inconclusive; nt = no result given; & = joins results of further samples; [ ] = remark or other dose. Unless noted, calls come from the whole dose curve; as a rule, active = well fitted curve in the direction sought with a large enough effect; inconclusive = small, poorly fitted or top-dose-only effect, or another doubt; inactive = no such curve, though single readings can be large; an effect the other way counts as inactive or inconclusive. These rows are one share of the data; count on the stated rates, not on these rows.
SMILES,Abeta rescue,TDP43 rescue,aSyn yeast inh,GLP1R ag,GLP1R inv ag,pAkt inh,PTHR1 agonist,FUS yeast rescue,D3 antag
CCOC(=O)Cn1ccc(NC(=O)COc2ccc(F)cc2)n1,-1%,-8%,-3%,10%,12%,i,i,19%,-15
Cc1ccc(OCCCC(=O)N(C)CC(=O)Nc2ccccc2Cl)cc1,15%,?,5%,-2%,?,i,-24%,16%,11
CCc1cc(S(N)(=O)=O)cc(CC)c1NC(C)=O,3%,-4%,2%,10%,5%,i,i,-15%,-14
COc1ccc(NC(=O)CSC2CCCCC2)cc1,10%,15%,6%,-3%,0%,i,-40%[inhibitor][57.5 µM],-6%,-17
NC(=O)c1ccc(NC(=O)COC(=O)c2ccc3c(c2)OCO3)cc1,-9%,-2%,-12%,5%,10%,i,-17%,10%,-11
CN(c1ccccc1)S(=O)(=O)c1ccc(C(=O)NCC2CCCO2)cc1 (stereo unspecified),5%,-7%,0%,15%,-8%,i,i,15%,-18
O=C(NC1CCC(C(=O)O)CC1)OCc1ccccc1 (stereo unspecified),-3%&-16%&1%,15%&16%&-8%,7%&0%&-2%,0%&0%&17%,-10%&-5%&1%,i,?,-8%&-11%&-6%,4&0&33
O=C(Nc1nccs1)c1ccc(Cl)c(S(=O)(=O)N2CCOCC2)c1,15%,15%,1%,5%,15%,i,-16%[57.5 µM],20%,5
Cc1ccc(Cl)cc1NC(=O)c1ccccc1OCC(=O)Nc1ccc(Cl)cc1,-23%,10%,-5%,1%,-16%,i,-12%,-15%,17
COc1ccc(C(=O)O/N=C(\N)c2ccccc2)cc1OC,-14%,?,-25%,16%,217%[activator],i,i,18%,20
Cc1cc(C(=O)NNC(=S)NC(C)c2ccccc2)c2ccccc2n1 (stereo unspecified),-9%,-3%,-7%,-1%,-19%,nt,-7%[57.5 µM],8%,0
CC(=O)Oc1ccc(N(C(C)=O)S(=O)(=O)c2cccs2)c2ccccc12,-22%,-13%,17%,-12%,0%,i,-21%,54%,-23
CCc1nc2c(OCc3ccc4c(c3)OCO4)cccn2c1N(C=O)Cc1ccc(OC)cc1,3%,10%,2%,13%,?,i,i,42%,35
Cc1cc(C)c2c(n1)nn1c(C)c(CCC(=O)Nc3ccc(C)c(Cl)c3)c(C)nc21,-14%,2%,nt,nt,6%,nt,?,-14%,nt
COc1ccc2nc3c(cc2c1)c(NC(=O)C1CCCO1)nn3CC(C)C (stereo unspecified),-4%[9.22 µM],21%,13%,9%,?,i,i,-8%,8
CCc1ccc(NC(=O)C(=O)NCCc2sc(-c3ccc(OC)c(OC)c3)nc2C)cc1,-12%,18%,-5%,-6%,16%,nt,i,-23%,nt
COc1cc(S(=O)(=O)NC(C)C)ccc1Cl,5%,-17%,-2%,23%,6%,i,9%[57.5 µM],?,-12
O=C(NCc1ccccn1)c1ccc(/C=N/O)nc1,5%,12%,-8%,-14%,1%,i,i,-22%,24
Cc1cccc(N2CCN(C(=O)c3nn(C)c4c3CS(=O)(=O)c3ccccc3-4)CC2C)c1 (stereo unspecified),-21%&2%,?,2%,1%,-25%&-15%,i,?,-3%&37%,10
O=C(O)Cc1csc(-c2cccc(F)c2)n1,2%,-12%[9.22 µM],9%,-4%,0%,i,-2%,-3%,-7
CC1Cc2ccccc2N1Cc1cc(=O)c(OCC(=O)Nc2ccccc2)co1 (stereo unspecified),10%,?,8%,-3%,-24%,i,-19%,14%,-9
CN(CCC#N)C(=O)c1ccc(CNS(=O)(=O)c2ccc(F)cc2)cc1,-17%,-11%,-1%,1%,-13%,i,i,-4%,21
COc1cc(/C=C/C(=O)OCC(=O)NC2CCS(=O)(=O)C2)ccc1OC(F)F (stereo unspecified),-14%,-9%,1%,2%,39%[activator],i,i,-25%,-10
COc1cccc2cc(C(=O)N3CCN(C/C=C/c4ccccc4)CC3)c(=O)oc12,5%,4%,0%,10%,-19%,i,-5%[57.5 µM],15%,36
CCC(=O)NC(C)C(c1cccs1)N1CCOCC1 (stereo unspecified),-28%,-29%,-7%,-4%,3%,nt,3%[57.5 µM],?,?
Cc1cc(C)n2nnnc2n1,-6%,5%,1%,8%,9%,i,i,34%,8
O=C(CN1C(=O)C2CCCCC2C1=O)N1CCN(c2ccccc2)CC1 (stereo unspecified),-10%,-1%,0%,2%,4%,i,i,-16%,1
O=C(O)CCCN=C1CCCc2ccccc2N1,4%,-5%,-1%,-1%,17%,i,2%,3%,11
COc1ccccc1Nc1nc2c(S(=O)(=O)c3ccc(C(C)C)cc3)nnn2c2ccsc12,-17%,-6%,nt,nt,40%[activator],nt,?,5%,nt
Cc1cc(OCCCC(=O)NCCc2ccccn2)ccc1Cl,3%,-7%,0%,7%,?,i,-6%,9%,1
O=S(=O)(Cc1ccccc1)N1CCCC1,8%,-8%,2%,-6%,7%,nt,4%[57.5 µM],27%,22
CCc1ccc(-n2c(=O)c3ccccc3n(CC(=O)C(C)(C)C)c2=O)cc1,9%,17%,0%,0%,-17%,i,-8%,-15%,-5
C=C1CCc2c([nH]c3ccc(OCC(C)C)cc23)C1=O,-3%,-2%,-11%,11%,?,i,-37%,38%,-28
Nc1nc(C2CC2)c(Sc2sc(N)nc2C2CC2)s1,27%,20%,13%,19%,?,i,-20%,10%,8
O=C(CCNS(=O)(=O)c1ccc(Br)s1)NCc1ccccc1,-1%,-8%,0%,3%,-2%,i,-6%,8%,-7
O=C(NCc1ccccc1Cl)c1csc([C@H]2C[C@H](O)[C@@H](CO)O2)n1,2%,?,0%,-6%,-15%,i,-7%,-6%,14
CC(C)(CO)Cc1cc(C(C)(C)C)c(O)c(C(C)(C)C)c1,-2%,?,-22%&-7%,?,7.1µM*,i,-55%[inhibitor],-34%,21
COc1ccc(NC(=S)N2CCN(c3ccccc3)CC2)c(OC)c1,?,-5%,2%,-7%,-19%,i,?,22%,-17
Cc1ccc(C(=O)NNC(=O)Cc2cccs2)cc1,-16%,1%,3%,0%,3%,i,i,10%,5
O=C(COCc1cc(-c2ccc3c(c2)OCO3)on1)Nc1cc(Cl)ccc1O,-15%,12%,nt,nt,13%,nt,-9%,-5%,nt
O=[N+]([O-])c1ncccc1Oc1nc(-c2cccnc2)nc2ccccc12,-4%,17%,0%,8%,44%[activator],i,-5%,11%,9
O=C(CN1CCCN(Cc2ccc(Cl)cc2)S1(=O)=O)Nc1ccccc1F,16%,?,nt,nt,5%,nt,-20%,35%,nt
CCC/C(O)=C1\C(=O)CCCC1=NCCc1c(C)[nH]c2ccccc12,nt,18%,9%,4%,-17%,i,-44%[inhibitor],22%,16
COc1ccc(Br)cc1CNC(=O)c1ccc(-n2c(C)cc3c2CCC(C)C3)cc1 (stereo unspecified),1%,18%,nt,nt,-12%,nt,-3%,31%,nt
Clc1cc2c(c(Cn3cnc4ccccc43)c1)OCOC2,?,15%,12%,7%,-8%,i,-35%[inhibitor][57.5 µM],1%,-7
CCCCNC(=O)O[C@H]1C[C@@H]2CCN3C(=O)CCC[C@H]([C@H]1CC)[C@H]23,-1%,18%,-3%,-5%,-1%,i,i,-5%,6
CC1(C(=O)OCC(=O)N2c3ccccc3Sc3ccccc32)CC1(Cl)Cl (stereo unspecified),6%,12%,0%,5%,11µM*,i,-1%,17%,-6
COCCCNC(=O)CC1C[C@H](C(=O)N2CCCCC2)[C@@]2(C)c3[nH]c4ccccc4c3CCN2C1=O (stereo partly specified),-1%,6%,-2%,6%,9%,i,-2%,11%,-27
CCOc1ccccc1C1CC(c2ccc(Cl)cc2)Nc2nc(N)nn21 (stereo unspecified),-9%,21%,1%,3%,?,i,-14%,4%,-10
COc1cccc(NC(=O)C(C)N2C(=O)c3ccccc3C2=O)c1 (stereo unspecified),8%,0%,-3%,-13%,9%,i,-17%,8%,-5
Cc1ccc2[nH]c(=O)c(CN(C(=O)c3cccc([N+](=O)[O-])c3)C(C)(C)C)cc2c1,8%,2%,5%,9%,?,i,-11%,0%,16
CCOC(=O)C1=CCN(S(=O)(=O)c2ccc(F)cc2)C1c1ccc(Cl)c(Cl)c1 (stereo unspecified),-1%,27%,10%,nt,?,i,i,25%,-24
CC(=O)Nc1nc2ccccc2[nH]1,-5%,-6%,-1%,-5%,5%,i,i,-25%,-14
Cc1ccc(CNC(=O)CS(=O)(=O)c2ccccc2)cc1,-8%,0%,3%,3%,-2%,i,i,-11%,18
Nc1c(C(=O)Nc2ccccc2Cl)nnn1Cc1cccc(Cl)c1,-32%,4%,nt,nt,?,nt,-13%,12%,nt

# Shown with two lines to a compound: 4 of the compounds above
# Values run as follows: Abeta rescue, TDP43 rescue, aSyn yeast inh, GLP1R ag, GLP1R inv ag, pAkt inh, PTHR1 agonist, FUS yeast rescue, D3 antag
> CCOC(=O)C1=CCN(S(=O)(=O)c2ccc(F)cc2)C1c1ccc(Cl)c(Cl)c1 (stereo unspecified)
→ -1%, 27%, 10%, nt, ?, i, i, 25%, -24
> C=C1CCc2c([nH]c3ccc(OCC(C)C)cc23)C1=O
→ -3%, -2%, -11%, 11%, ?, i, -37%, 38%, -28
> COc1cccc2cc(C(=O)N3CCN(C/C=C/c4ccccc4)CC3)c(=O)oc12
→ 5%, 4%, 0%, 10%, -19%, i, -5%[57.5 µM], 15%, 36
> COc1cc(/C=C/C(=O)OCC(=O)NC2CCS(=O)(=O)C2)ccc1OC(F)F (stereo unspecified)
→ -14%, -9%, 1%, 2%, 39%[activator], i, i, -25%, -10

# Source: PubChem BioAssay
